TRHR ag = activates the human TRH receptor; TRHR cells, calcium flux fluo-8, FDSS agonist mode; P34981; actives 0.18% (n = 360,000); activation, % at 2 µM; AID 493084; further: 0% is about no effect
Target sequence (P34981 whole entry, looked up): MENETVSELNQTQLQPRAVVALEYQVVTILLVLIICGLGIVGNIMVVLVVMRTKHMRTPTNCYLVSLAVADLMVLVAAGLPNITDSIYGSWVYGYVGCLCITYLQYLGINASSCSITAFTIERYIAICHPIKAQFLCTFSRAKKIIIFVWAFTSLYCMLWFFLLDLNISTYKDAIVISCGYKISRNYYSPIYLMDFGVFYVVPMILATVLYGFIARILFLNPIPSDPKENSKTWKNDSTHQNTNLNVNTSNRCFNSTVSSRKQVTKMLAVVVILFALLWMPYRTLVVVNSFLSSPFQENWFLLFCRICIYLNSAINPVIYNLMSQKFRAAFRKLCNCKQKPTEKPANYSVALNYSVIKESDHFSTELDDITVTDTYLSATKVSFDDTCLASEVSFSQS
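In this calcium-flux screen, cells bearing human TRHR are dye-loaded with fluo-8, baselined for 10 cycles, then exposed to library compounds; positive kinetic calcium responses during the agonist phase mark hits, with TRH as control.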
D2 PAM = D2 dopamine receptor (human) potentiation; AID 485347; P14416; potentiation, % at 10 µM; HEK293 T-REx D2, calcium flux, EC20 dopamine potentiation; actives 0.34% (n = 340,000);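 active means potentiation over 3 SD above the plate norm, cut at about 30% in these data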; further: 0% is about no effect
Target sequence (P14416 whole entry, looked up): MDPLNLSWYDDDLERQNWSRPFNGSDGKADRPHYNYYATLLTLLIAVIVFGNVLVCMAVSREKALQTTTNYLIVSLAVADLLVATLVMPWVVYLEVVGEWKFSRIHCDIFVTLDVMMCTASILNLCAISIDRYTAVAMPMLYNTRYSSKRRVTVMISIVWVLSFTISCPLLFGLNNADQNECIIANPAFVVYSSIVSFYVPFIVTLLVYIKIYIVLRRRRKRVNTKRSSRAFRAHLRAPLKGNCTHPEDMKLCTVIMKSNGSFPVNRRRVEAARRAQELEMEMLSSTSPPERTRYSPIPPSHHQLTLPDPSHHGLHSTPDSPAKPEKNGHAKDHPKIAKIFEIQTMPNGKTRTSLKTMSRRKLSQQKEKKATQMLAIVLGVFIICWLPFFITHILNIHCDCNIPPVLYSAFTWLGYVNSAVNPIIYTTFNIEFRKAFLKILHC
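Tetracycline-induced Hek293 Trex D2 cells, force-coupled to calcium, loaded with no-wash calcium dye. Compound added with 180 s kinetic read for agonism, then EC20 dopamine and a further 180 s read for potentiation.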
D2 antag = D2 dopamine receptor (human) antagonism; HEK293 TREx D2 cells, calcium flux, dopamine EC80; inhibition, % at 10 µM; actives 2% (n = 340,000); in the data active means inhibition above about 30%; further: 0% is about no effect
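HEK293 T-REx D2 cells, tet-induced, calcium dye no-wash. Cpd pintool add, 180 s kinetic, then EC80 DA, 180 s kinetic. Ca flux read.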
TRHR PAM = allosterically enhances the human TRH receptor. actives 0.66% (n = 360,000). P34981. TRHR cells, fluo-8 calcium fluorescence, EC20 TRH enhancement. enhancement, % at 2 µM; in the data active means enhancement above about 30%; further: 0% is about no effect
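Enhancer read-out: after compound pinning and an initial kinetic agonist-mode read, an EC20 of TRH (10 nM final) was injected and fluo-8 calcium signal (Ex 480/Em 530) followed at 1 s/cycle for 100 cycles in TRHR-expressing cells.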
D1 PAM = potentiators of human D1 dopamine receptor; potentiation, % at 10 µM; actives 0.036% (n = 360,000); HEK293 TREx D1 cells, calcium flux, dopamine EC20 potentiation; in the data active means potentiation above about 30%; further: 0% is about no effect
RXFP1 antagonist = antagonists of human relaxin receptor RXFP1 | Q9HBX9 | HEK293-RXFP1, relaxin-stimulated cAMP HTRF, 30 min; stronger effect = lower value | activity change, negative = inhibition, % at 57.5 µM | actives 0.59% (n = 350,000) | AID 1259400;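 active means activity change of -60% or lower, but not beyond a set lower limit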; further: on the % scale 0 is the no-effect control and ±100 the full control effect
D2 agonist = D2 dopamine receptor (human) agonism; P14416; HEK293 T-REx D2 cells, calcium flux agonist mode; activation, % at 2 µM; actives 0.53% (n = 340,000);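 active means activation over 3 SD above normal in the single-dose calcium agonist read, cut at about 30% in these data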; further: 0% is about no effect
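HEK293 Trex D2 cells, tetracycline-induced, o/n 30 C 5% CO2; no-wash Ca dye, RT 30–90 min; 10-cycle baseline, 23 nl cpd added, kinetic Ca read 180 s; agonist hits = positive Ca response.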
D1 antagonist = human D1 dopamine receptor antagonism; actives 3.2% (n = 360,000); HEK293 TREx D1 cells, calcium flux, dopamine EC80; stronger effect = lower value; AID 504652; P21728; activity change, negative = inhibition, % at 10 µM; in the data active means activity change below about -30%; further: on the % scale 0 is the no-effect control and ±100 the full control effect
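HEK293 T-REx cells expressing inducible, force-coupled D1 receptor; no-wash Ca dye, 30–90 min RT. Cmpd → 180 s read at 1 Hz → EC80 DA → 180 s read.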
D1 agonist = agonists of human D1 dopamine receptor; HEK293 T-REx D1 cells, calcium flux, agonist mode; activation, % at 2 µM; actives 1% (n = 360,000); further: 0% is about no effect
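Agonism was scored from calcium flux recorded over 180 s (1 read/s) after pintool compound addition, following a 10-cycle baseline. Cells were inducible force-coupled HEK293 TREx D1, plated overnight at 30 C and loaded with no-wash calcium dye.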
Starred values were filed as active, the others as inactive; nt = no result given. Unless noted, no stated cut-off is given here; in the data, active means activation above about 30%; inactive means the rest. Rows were taken by chance. About 7.3% of those tested had a hit in this group.

Preview (two entries):
Values run as follows: TRHR ag | D2 PAM | D2 antag | TRHR PAM | D1 PAM | RXFP1 antagonist | D2 agonist | D1 antagonist | D1 agonist
Cc1ccc(-c2nnn(CC(=O)N(CC(=O)NC(C)C)c3cnc4ccccc4c3)n2)o1
  -0.1 | -7 | 10 | 1 | -5 | 5 | 0.0 | 8 | 1
Cc1ccc(OCc2nnc(NC(=O)c3ccco3)s2)cc1
  0.8 | 1 | -5 | 8 | -4 | -21 | -0.1 | 5 | 5

This part in full (from the top)
Values run as follows: TRHR ag | D2 PAM | D2 antag | TRHR PAM | D1 PAM | RXFP1 antagonist | D2 agonist | D1 antagonist | D1 agonist
Cc1ccc(-c2nnn(CC(=O)N(CC(=O)NC(C)C)c3cnc4ccccc4c3)n2)o1
  -0.1 | -7 | 10 | 1 | -5 | 5 | 0.0 | 8 | 1
Cc1ccc(OCc2nnc(NC(=O)c3ccco3)s2)cc1
  0.8 | 1 | -5 | 8 | -4 | -21 | -0.1 | 5 | 5
CCC(=O)N1CCc2cc(Br)cc(S(=O)(=O)NCCN3CCCC3)c21
  -0.4 | 1 | -8 | 3 | 2 | -3 | -1.9 | 3 | 2
COc1cc(/C=N/NC(=O)CN(CCc2ccccc2)S(=O)(=O)c2ccc(NC(C)=O)cc2)cc(OC)c1OC
  1.3 | 5 | 10 | 4 | -11 | 4 | 0.5 | -7 | 3
COc1ccc(OC)c(NC(=O)c2sc3ncnc(N4CCN(c5ccccn5)CC4)c3c2C)c1
  0.7 | 3 | -17 | 11 | -3 | -4 | 0.7 | -3 | -1
CCOC(=O)/C(C#N)=C/c1c(N2CCN(c3ccc(OC)cc3)CC2)nc2c(C)cccn2c1=O
  -0.2 | -13 | -5 | 0 | -6 | 1 | 0.2 | 0 | 0
CCOc1ccc(NS(=O)(=O)c2cnc(Cl)c(Cl)c2)cc1
  0.0 | -4 | -6 | -2 | 2 | -9 | -1.7 | 4 | 14
COC(=O)C1C(c2ccc(Cl)cc2)NC(c2ccc(Cl)cc2)C(C(=O)OC)S1(=O)=O (stereo unspecified)
  -0.6 | 2 | -7 | 0 | -6 | 4 | 0.4 | 4 | 4
CC(=O)N/C(=C\c1ccc(Br)s1)C(=O)O
  0.4 | 5 | 13 | 3 | 6 | 16 | 5.1 | 1 | 2
Cc1cccc(C(=O)NC2CCN(CC(=O)NCc3cccs3)CC2)c1
  -0.4 | -6 | -19 | -11 | -2 | 4 | 1.3 | 1 | 0
O=C(NCc1cccs1)c1cccnc1Cl
  0.3 | 7 | -3 | 7 | -9 | -2 | 0.3 | -9 | 4
COc1ccc(S(=O)(=O)c2c(O)c3ccc(C(=O)Nc4ccccc4F)cc3[nH]c2=O)cc1
  0.9 | -7 | 7 | -3 | -4 | 25 | -0.2 | 8 | 3
Cc1cc(NC(=O)c2cnn3cccnc23)no1
  -2.5 | nt | 3 | -5 | -2 | -21 | -2.7 | 4 | 2
CCOC(=O)N1CCN(C(=S)NC(=O)c2cncc(Br)c2)CC1
  -0.4 | nt | nt | -3 | 0 | 2 | nt | -7 | 0
N#CC(C#N)C(c1ccsc1)c1c(-c2ccccc2)[nH][nH]c1=O (stereo unspecified)
  -0.1 | 0 | 3 | -3 | 2 | -8 | 0.1 | 10 | 2
O=C(OCC(=O)N(Cc1ccccc1)C1CCS(=O)(=O)C1)c1cc2c(s1)CCCC2 (stereo unspecified)
  -1.6 | 4 | 4 | 8 | 6 | -12 | -0.7 | 4 | 6
C=CCNC(=S)NCCCCC1NC(=S)N(CC=C)C1=O (stereo unspecified)
  -0.9 | nt | nt | -2 | 0 | 5 | nt | 1 | 3
CC(NS(=O)(=O)c1ccc2c(c1)C(C)(C)C(=O)N2C)c1ccccc1 (stereo unspecified)
  0.0 | -13 | -12 | 5 | 0 | nt | -0.2 | 21 | 3
CC(C)NC(=O)Nc1cccs1
  0.0 | -3 | 13 | -1 | -4 | 4 | 0.0 | -14 | -1
COCC(C)OC(=O)c1c(N)n(-c2ccc(OC)c(OC)c2)c2nc3ccccc3nc12 (stereo unspecified)
  0.2 | 13 | -19 | 7 | 0 | -6 | 0.1 | -2 | 1
COc1ccc(Cl)cc1NS(=O)(=O)c1cccc(C(=O)NCC(c2ccco2)N(C)C)c1 (stereo unspecified)
  -0.6 | -19 | 60* | -4 | -2 | -5 | 0.3 | 6 | 5
COc1ccccc1N1CCN(Cc2ccc(-c3ccccc3[N+](=O)[O-])o2)CC1
  -0.5 | -25 | 86* | -3 | -9 | -7 | -1.0 | -74* | 2
CCOC(=O)C1CCN(C(=S)NC(=O)c2cccs2)CC1
  0.1 | -1 | 2 | 0 | -7 | 3 | -0.3 | 3 | 1
COc1ccc(OC)c(S(=O)(=O)Nc2cnc3ccccc3c2)c1
  0.3 | 1 | -8 | 0 | -7 | 12 | -0.5 | 6 | 1
COc1ccc(Cn2c(=O)[nH]c3cc(C(=O)NCCCN4CCCCCC4)ccc3c2=O)cc1
  0.6 | -7 | -4 | -1 | -2 | -2 | -0.2 | 44 | 1
NC(=O)c1ccc(-c2nnn(CC(=O)Nc3cccc(S(=O)(=O)N4CCCC4)c3)n2)cc1
  0.6 | -10 | 16 | 18 | -3 | -9 | 0.4 | -19 | 1
O=S(O)OC1CS(=O)(=O)CC1c1ccccc1 (stereo unspecified)
  0.1 | 9 | 12 | 0 | -1 | 3 | 0.7 | 7 | -1
CCOC(=O)c1cc2sc(C)cc2n1CC(=O)N1CCN(C(=O)c2ccco2)CC1
  -0.7 | -4 | -2 | 12 | 0 | -9 | 0.1 | 3 | 2
CSc1nc2nc(-c3cccs3)cc(C(F)(F)F)c2c(=O)[nH]1
  0.1 | 5 | 0 | -4 | -4 | 32 | -0.6 | -1 | 1
O=C(NCCc1ccccc1)C(=O)NCC(c1ccco1)S(=O)(=O)c1ccccc1 (stereo unspecified)
  0.0 | 3 | nt | 6 | -3 | -19 | -0.6 | nt | -3
CCOc1ccc2c(c1)C(N(CCN1CCOCC1)C(=O)Nc1ccccc1)CC(C)(C)O2 (stereo unspecified)
  -1.4 | 4 | 12 | -1 | -10 | 1 | -0.3 | 14 | 0
Cc1sc2nc(SCC(=O)N(C)C)[nH]c(=O)c2c1C
  1.0 | 8 | -16 | 0 | 4 | -3 | -0.2 | 11 | 0
CC(=O)N1CCN(c2ccc(NC(=O)c3ccc4ccccc4c3)cc2)CC1
  0.7 | -5 | 0 | -2 | -5 | 1 | 0.4 | -1 | 6
Cc1cc(C)c2c(c1)C1(OCCO1)C(=O)N2
  -0.1 | 3 | -3 | 3 | 5 | -4 | -3.7 | 8 | 2
Cc1ccc(-c2ccc(=O)n(CCC(=O)NCCN3CCCCC3C)n2)cc1 (stereo unspecified)
  0.2 | -22 | 9 | 5 | -1 | -12 | -0.8 | 9 | -1
O=C(CNS(=O)(=O)c1ccc(Cl)cc1)NNC(=O)c1cccnc1
  4.1 | 2 | -16 | 2 | 3 | -12 | 2.1 | 24 | 2
COc1cccc(CNC(=O)CSc2ncc(S(=O)(=O)c3ccc(Br)cc3)c(=O)[nH]2)c1
  -0.3 | -2 | nt | 5 | 1 | nt | nt | 4 | -1
Nc1ccc2oc3ccccc3c2c1
  0.3 | 0 | 8 | -10 | -6 | 2 | 0.7 | 4 | 2
CCOc1ncccc1C(=O)N1CCN(S(=O)(=O)c2ccc3ccccc3c2)CC1
  0.7 | nt | nt | 1 | 3 | 8 | nt | -16 | -1
Cc1nc(-c2cccnc2)sc1C(=O)Nc1ccc(F)cc1F
  -0.2 | -2 | 20 | 1 | -2 | -14 | -0.1 | -8 | 4
C=CCCC(=O)Nc1nc(C)c(-c2csc(Nc3ccc(Cl)cc3)n2)s1
  -0.5 | -6 | 10 | -4 | -4 | nt | 0.2 | -1 | -1
CCC(C)Oc1cccc(OCCCCN2C(=O)NC(C)(C)C2=O)c1 (stereo unspecified)
  -0.4 | -4 | 6 | 2 | 3 | 12 | -0.2 | 14 | -3
COc1ccc(NS(=O)(=O)c2cccc(N/C(=N\S(=O)(=O)c3ccccc3)c3ccc(F)cc3)c2)cc1
  0.8 | 12 | -1 | -3 | -2 | nt | 1.8 | -2 | 9
Cc1cccc(/C=N/Nc2nncc3ccccc23)c1
  0.8 | 0 | -4 | -4 | -6 | 0 | -1.2 | 11 | 2
CCOC(=O)c1ccc(NC(=O)CCn2cnnn2)cc1
  -0.1 | -1 | nt | -4 | -4 | nt | 0.0 | 14 | 0
COCCNC(=O)C1CCC(CNS(=O)(=O)c2ccc3c(c2)CC(C)N3C(C)=O)CC1 (stereo unspecified)
  1.2 | -6 | nt | -6 | -4 | 3 | 0.9 | 4 | 2
Cc1cc(=O)n2nc(N3CCC(C(=O)N4CCN(Cc5ccccc5)CC4)CC3)sc2n1
  -1.7 | nt | nt | 7 | 7 | -2 | nt | 3 | 1
Cc1nc2ccc(S(=O)(=O)CCC(=O)Nc3ccc(C)c(C)c3)cc2s1
  -0.3 | -2 | nt | -1 | -2 | -2 | nt | 3 | 2

Record cards (already shown).
Cc1cc(NC(=O)c2cnn3cccnc23)no1 is listed as TRHR ag: -2.5; D2 PAM: nt; D2 antag: 3; TRHR PAM: -5; D1 PAM: -2; RXFP1 antagonist: -21; D2 agonist: -2.7; D1 antagonist: 4; D1 agonist: 2
COc1cc(/C=N/NC(=O)CN(CCc2ccccc2)S(=O)(=O)c2ccc(NC(C)=O)cc2)cc(OC)c1OC is listed as TRHR ag: 1.3; D2 PAM: 5; D2 antag: 10; TRHR PAM: 4; D1 PAM: -11; RXFP1 antagonist: 4; D2 agonist: 0.5; D1 antagonist: -7; D1 agonist: 3

High-throughput results deposited in PubChem by National Center for Advancing Translational Sciences (NCATS).
